Screens deposited in PubChem by National Center for Advancing Translational Sciences (NCATS).
PI4K2A inh: blocks human PI4K2A kinase activity; Q9BTU6; purified PI4K2A, ADP-Glo luminescence, 1 h; stronger effect = lower value; activity change, negative = inhibition, % at 76.9 µM; hit rate 0.13% among 420,000; AID 1346378; in the data active means activity change below about -50%; inconclusive means mostly about -30% to -49%;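 further: -100% = wells without enzyme as full effect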
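PI4K2A activity was measured by ADP-Glo luminescence: enzyme (4 ug/mL stock) and phosphatidylinositol (1.2 mM stock) in Tris pH 7.5/MgCl2/EGTA/Triton X-100 buffer were reacted with ATP (300 microM stock) for one hour at ambient temperature.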
ERG-DNA inh: inhibitors of human ERG Ets domain-DNA interaction; P11308; hit rate 0.028% among 370,000; Potency, µM (top dose mostly 76.9 µM), inactives show top-dose FP activity, negative = inhibition, actives largely listed as inhibitors; fluorescence polarization, His-ERG Ets domain / labelled DNA; active means well fitted inhibition curve with a large enough effect in the polarisation, with a control signal flat; inconclusive means small, poorly fitted or top-dose-only effect, or effect the other way, or a change in a side signal; inactive means no such curve, though single readings can be large or run the other way; the % refers to the polarisation;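 further: polarization taken with two DNA probes labelled with fluorescein and Texas red; potency means the concentration at half of the fitted maximal effect; % of control where 0% means no effect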
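His-tagged ERG Ets domain (1 uM in the protein solution; 300mM KCl, 50mM Tris-HCl, 1mM EDTA, 1mM DTT, pH 7.5) received compound, then a probe mix of 5 nM fluorescein-DNA and 100nM Texas-615-DNA. Fluorescence polarization was read for both dyes.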
G9a inh: inhibitors of human histone lysine methyltransferase G9a; hit rate 8.8% among 350,000; Potency, µM (top dose mostly 102 µM), inactives show at the top dose activity, negative = inhibition, hits mostly inhibitors; AID 504332; G9a H3K9 monomethylation, AlphaScreen, 2 h; Q96KQ7; further: potency means the concentration at half of the fitted maximal effect; on the % scale 0 is the no-effect control and ±100 the full control effect; nearly all actives have a fitted effect of over 75% in size
Target sequence (Q96KQ7 913-1193 limits assumed): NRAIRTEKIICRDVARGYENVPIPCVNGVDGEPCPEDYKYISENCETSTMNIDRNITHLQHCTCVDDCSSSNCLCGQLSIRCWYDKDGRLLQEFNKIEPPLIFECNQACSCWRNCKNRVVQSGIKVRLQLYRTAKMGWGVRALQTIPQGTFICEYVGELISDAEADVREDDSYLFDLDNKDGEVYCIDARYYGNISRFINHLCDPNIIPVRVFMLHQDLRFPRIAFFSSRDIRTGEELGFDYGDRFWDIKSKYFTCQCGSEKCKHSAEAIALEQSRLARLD
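Step 1: enzyme (final 20 nM) with compound, 15 min RT. Step 2: substrate peptide 500 nM and SAM 20 uM, 2 h RT. Step 3: anti-H3K9me1 antibody and AlphaScreen beads, 10 min, then plate read.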
GLS inh: blocks human kidney-isoform glutaminase activity; GLS enzymatic activity, qHTS titration; Potency, µM (doses to about 45.5 µM), inactives show top-dose activity change, negative = inhibition, hits mostly inhibitors; AID 624170; hit rate 0.21% among 410,000; O94925; further: potency means the concentration at half of the fitted maximal effect; on the % scale 0 is the no-effect control and ±100 the full control effect
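Two-point fluorescence kinetic (t0, 30 min RT) for hKGA; glutamate detected via glutamate oxidase–HRP–Amplex Red. Substrate: 1 mM L-glutamine solution; buffer 45 mM KH2PO4, pH 8.2.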
ALOX12 inh: blocks human arachidonate 12S-lipoxygenase; P18054; purified 12hLO, xylenol orange hydroperoxide absorbance; Potency, µM (series often up to 108 µM), without a hit: top-dose activity change, negative = inhibition, actives largely listed as inhibitors; hit rate 1.1% among 580,000; further: potency means the concentration at half of the fitted maximal effect; on the % scale 0 is the no-effect control and ±100 the full control effect
Target sequence (P18054 whole entry, looked up): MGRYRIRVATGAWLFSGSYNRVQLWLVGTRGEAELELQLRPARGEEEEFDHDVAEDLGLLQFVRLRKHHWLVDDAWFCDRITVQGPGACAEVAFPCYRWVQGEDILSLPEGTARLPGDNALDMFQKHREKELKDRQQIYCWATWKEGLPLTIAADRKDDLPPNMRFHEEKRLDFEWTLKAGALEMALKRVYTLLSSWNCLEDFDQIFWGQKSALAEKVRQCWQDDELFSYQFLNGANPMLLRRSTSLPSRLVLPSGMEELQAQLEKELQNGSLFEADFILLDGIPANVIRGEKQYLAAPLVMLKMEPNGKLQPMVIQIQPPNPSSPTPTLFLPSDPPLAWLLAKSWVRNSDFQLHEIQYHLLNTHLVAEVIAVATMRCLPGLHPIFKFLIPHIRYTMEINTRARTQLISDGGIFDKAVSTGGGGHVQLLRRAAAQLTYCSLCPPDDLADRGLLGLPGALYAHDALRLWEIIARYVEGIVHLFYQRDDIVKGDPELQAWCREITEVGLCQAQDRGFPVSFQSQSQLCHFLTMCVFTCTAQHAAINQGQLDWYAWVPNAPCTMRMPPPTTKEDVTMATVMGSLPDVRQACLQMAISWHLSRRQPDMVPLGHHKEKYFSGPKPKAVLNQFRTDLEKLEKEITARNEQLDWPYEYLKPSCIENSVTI
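Purified human 12hLO (150 nM final) in 25 mM Hepes, 0.01% Triton X-100, pH 7.0 was preincubated 15 min at room temperature with compound. Then 40 uM arachidonic acid was added, 30 min. Hydroperoxide was read by Fe-XO absorbance ratio 573/405 nm.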
BAZ2B block: BAZ2B (human) inhibition; hit rate 4.4% among 360,000; Potency, µM (highest dose often 114 µM), for inactives: at the top dose activity change, negative = inhibition, actives largely listed as inhibitors; AID 504333; Q9UIF8; AlphaScreen BAZ2B-H3K14Ac peptide displacement; further: potency means the concentration at half of the fitted maximal effect; on the % scale 0 is the no-effect control and ±100 the full control effect; nearly all actives have a fitted effect of over 60% in size
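BAZ2B 50 nM plus b-H3(5-23)K14Ac 50 nM, PBS pH 7.4/0.01% Tween-20, 30 min RT; compound added (max 110 uM), 30 min RT; streptavidin donor/Ni-chelate acceptor beads 10 ug/mL final, 20 min dark; AlphaScreen read.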
JMJD2A Tudor: inhibitors of human JMJD2A Tudor domain; O75164; AlphaScreen JMJD2A-Tudor / H3K4me3 peptide binding; Potency, µM (series often up to 114 µM), inactives show at the highest dose activity change, negative = inhibition, actives largely listed as inhibitors; hit rate 4.4% among 390,000; AID 504339; further: potency means the concentration at half of the fitted maximal effect; on the % scale 0 is the no-effect control and ±100 the full control effect; nearly all actives have a fitted effect of over 50% in size
RGS4 inh: blocks human RGS4-accelerated GTP hydrolysis; Transcreener GDP fluorescence polarization, RGS4-accelerated GTP hydrolysis; P49798; hit rate 0.039% among 390,000; Potency, µM (series often up to 114 µM), for the others: top-dose activity change, negative = inhibition, hits mostly inhibitors; further: potency means the concentration at half of the fitted maximal effect; on the % scale 0 is the no-effect control and ±100 the full control effect; nearly all actives have a fitted effect of over 75% in size; some results filed as inactive show a strong effect at the top dose
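MLSMR compounds (23 nl, pin-transferred) preincubated 10 min at room temperature with a 500nM (2x) first reagent, then RGS4 at 900nM (2x) plus Transcreener GDP mix added; fluorescence polarization (620/688 nm) read before and after 90 min at 30 °C.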
HP1b binding inh: blocks HP1-beta chromodomain binding to methylated histone tails | AID 540317 | hit rate 0.56% among 390,000 | AlphaScreen HP1-beta / biotin-H3K9me3 peptide binding | Potency, µM (highest dose often 114 µM), without a hit: at the top dose activity change, negative = inhibition, most hits filed as inhibitors; further: potency means the concentration at half of the fitted maximal effect; nearly all actives have a fitted effect of over 70% in size; inactives centre near 23
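Compound inhibition of the preformed complex between 50 nM HP1-beta and 50 nM biotinylated H3K9me3 peptide was read by AlphaScreen. Buffer was PBS pH 7.4 with 0.01% Tween-20. Incubations ran 30 min at room temperature, with 10 ug/mL donor/acceptor beads.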
Starred values were filed as active, the others as inactive; ? = inconclusive; . = no result given; & = joins results of further samples; [ ] = remark or other dose. Unless noted, the call rests on the fitted dose curve; in most records, active means well fitted curve in the direction sought with a large enough effect; inconclusive means small, poorly fitted or top-dose-only effect, or another doubt; inactive means no such curve, though single readings can be large; an effect the other way counts as inactive or inconclusive. These rows are one share of the data; rates above refer to the full screens.

item	Structure	PI4K2A inh	ERG-DNA inh	G9a inh	GLS inh	ALOX12 inh
1	CCCCn1c(N)c(N(CC(C)C)C(=O)c2ccc(S(=O)(=O)N3CCC(C)CC3)cc2)c(=O)[nH]c1=O	-7	?	-6%[0.501 µM]	7%	-23%
2	O=C(CSc1nnc(CNC(=O)c2c(F)cccc2Cl)o1)Nc1ccccc1	4	6%	4%[12.7 µM]	2%	-3%
3	O=C(NCCS(=O)(=O)N1CCN(c2ccc(F)cc2)CC1)c1ccc2c(c1)OCO2	-4	2%	0%	2%	16%
4	CCOc1ccc(S(=O)(=O)NCc2ccccn2)cc1NC(=O)c1ccccc1	5	-8%	-5%	6%	0%
5	COC(=O)c1sccc1S(=O)(=O)N1CCN(c2ccccc2)CC1	3	8%	-10%[59 µM]	2%	-5%
6	CN(C(=O)C1CCCO1)c1nnc(-c2cnccn2)s1 (stereo unspecified)	4	-2%	-7%	3%	0%
7	CCN(CC)C(=O)c1ccccc1NC(=O)c1ccccc1SC	1	1%	.	7%	0%
8	O=S(=O)(Nc1ccc(O)c(Sc2nc3ccccc3s2)c1)c1cc(Cl)ccc1Cl	-1	1%	11µM*	27%	10µM*
9	COc1ccc(Cn2nnnc2C(c2ccccc2Cl)N2CCC(C(N)=O)CC2)cc1 (stereo unspecified)	1	18%	17%[2.33 µM]	-5%	0%
10	COc1ccc(OC)c(NC=C2C(=O)OC3(CCCCC3)OC2=O)c1	-3	2%	26%[59 µM]	-16%	0%
11	O=C(NCCO)C(O)C(O)C(=O)NCCO (stereo unspecified)	2	2%[15.4 µM]	.	-9%	6%
12	CCCN(c1ccc(C(C)C)cc1)S(=O)(=O)c1c(C)[nH]c(=O)[nH]c1=O	0	-3%	-4%[59 µM]	9%	8%
13	CCN(CC(=O)Nc1c(F)cccc1F)C(=O)c1cc(S(=O)(=O)N(CC)CC)ccc1N1CCCCC1	9	4%	46%[activator]	-4%	1%
14	O=[N+]([O-])c1ccc(COc2cccnc2)cc1	1	6%	-9%	-6%	0%
15	CC1(C)CC(=O)C(C=NCC2CCNCC2)=C(O)C1	-3	16%	10%[12.7 µM]	1%	34%[activator]

item	BAZ2B block	JMJD2A Tudor	RGS4 inh	HP1b binding inh
1	9%	-21%	-23%	12%
2	-2%	-5%	0%	24%
3	11%	-16%	7%	16%
4	-31%	7.9µM*	-7%	15%
5	-18%	-25%	-2%	28%
6	-3%	-4%	4%	45%
7	5%	2%	10%	15%
8	?	?	-34%	-2%
9	6%	-8%	-8%	47%[activator]
10	31%[activator]	6%	4%	85%
11	-14%	5%	1%	36%[activator]
12	12%	3%	16%	20%
13	-9%	-10%	-12%	14%
14	-6%	2%	-17%	41%[activator]
15	1%	-2%	-8%	30%

Later entries.
item	Structure	PI4K2A inh	ERG-DNA inh	G9a inh	GLS inh	ALOX12 inh
16	COC(=O)CSc1nc(-c2ccccc2)c2c(c1C#N)CCCC2	-1	-1%	-2%[12.7 µM]	-2%	-11%
17	CCOC(=O)c1c(C)oc2ncnc(NCCc3ccccc3)c12	-2	-5%	18%[59 µM]	-2%	-8%
18	CCN(CC)CCOC(=O)c1ccc(N/C=C(/C#N)c2nc(-c3cc4ccccc4oc3=O)cs2)cc1	5	-16%	1.6µM*	5%	22%
19	CCc1ccc2ncc3c(-c4ccc(C)cc4)nn(CC(=O)Nc4ccc(C)cc4)c3c2c1	5	-4%	2%[59 µM]	-4%	?
20	CC(C)(C)NC(=O)c1cnn(-c2ccccc2)c1NC(=O)c1ccccc1	-1	.	1%	0%	-1%
21	C/[N+]([O-])=C\C1C(=O)CC(C)(C)CC1=O	2	2%	2%	0%	-15%
22	O=c1nc(NC2CCCC2)ccn1Cc1cccc(Br)c1	0	.	-5%[12.7 µM]	26%	-2%
23	Nc1ncnc2c1ncn2[C@@H]1O[C@H](CNCC#Cc2ccccc2)[C@@H](O)[C@H]1O	-10	3%	.	-6%	.
24	CCCCn1c(SCC(=O)Nc2cc(C)on2)nc2cc(S(N)(=O)=O)ccc21	-2	-7%	?	1%	322%[activator]
25	COc1cc(CN2CCNC(=O)C2CC(=O)N(Cc2nccn2C)C(C)C)cc(OC)c1 (stereo unspecified)	0	7%	-6%	-4%	15%
26	O=C(Nc1ccc2[nH]ccc2c1)c1ccc(F)cc1	-18	-16%	-11%	2%	0%
27	Cn1cccc1C(=O)OCC(=O)NCc1ccc2c(c1)OCO2	-10	-8%	-5%[2.33 µM]	-7%	81%[activator]
28	O=C(OCc1nnc(-c2ccccc2)o1)C1CC(=O)N(Cc2ccco2)C1 (stereo unspecified)	-6	7%	?	-2%	-3%
29	Cc1nc(SCC(=O)Nc2c(C)n(C)n(-c3ccccc3)c2=O)[nH]c(=O)c1C	-2	.	.	18%	8%
30	O=C(O)c1ccc(-n2nc(C(F)(F)F)c3c2CCCC3)cc1	0&-6	2%&-6%	13%[59 µM]	0%&3%	-5%&0%

item	BAZ2B block	JMJD2A Tudor	RGS4 inh	HP1b binding inh
16	14%	-6%[11.4 µM]	-16%[11.4 µM]	126%[activator]
17	41%[activator][57.1 µM]	67%[activator]	12%	124%[activator]
18	-2%	?	?	18µM*
19	3%	-6%	-18%	78%[activator]
20	-2%	-3%	-18%	18%
21	-16%	-3%	4%	47%[activator]
22	7%	-7%	0%	-2%
23	.	-19%	-1%	89%[activator]
24	13%	-17%	28%	20%
25	0%	-14%	13%	29%
26	-3%	-21%	17%	38%
27	?	-32%	-6%	5%
28	.	-12%	-3%	48%[activator]
29	.	-12%	-9%	31%
30	?	-17%	5%	28%&42%

Additional compounds
item	Structure	PI4K2A inh	ERG-DNA inh	G9a inh	GLS inh	ALOX12 inh
31	CCCCN1CC(COCc2ccccc2)Oc2cccc(N3CCCC3)c2S1(=O)=O (stereo unspecified)	2	5%	.	3%	-10%
32	C=C1C(C(=O)N2CCOCC2)C1C(=O)N1CCOCC1 (stereo unspecified)	4	.	13%	4%	5%[57.4 µM]
33	O=C(CCCCCn1c(=O)[nH]c2ccccc2c1=O)N1CCN(c2cccc(C(F)(F)F)c2)CC1	0	-6%	-17%[59 µM]	3%	-14%
34	CCOc1ccc2nc(NCCNC(=O)C(C)(C)C)c(C)cc2c1	0	0%	14%	12%	9%
35	COc1cccc(NC(=O)COC(=O)/C=C/c2ccc(Cl)cc2Cl)c1	-24	-2%	11%[59 µM]	2%	-11%
36	Cc1ccc(SCCC(=O)N2CCC(C(N)=O)CC2)cc1	-1	-1%	-3%	11%	-7%
37	Cc1ccc(C)c(C(=O)COC(=O)Cn2c(C)csc2=O)c1	-2	11%	79µM*	2%	1%
38	NC(=O)[C@H](Cc1cc2ccccc2s1)NC(=O)[C@@H]1CC2(CC(c3cccc(NC(=O)[C@@H]4CCC(=O)N4)c3)=NO2)CN1C(=O)/C=C/Sc1ccccc1 (stereo partly specified)	1	12%	?	-13%	?
39	COc1cccc(COC(=O)c2sc3nc4n(c(=O)c3c2C)CCC4)c1OC	-1	-1%	1%	-1%	-24%
40	CCOc1ccccc1C1C(C#N)=C(N)Oc2cc(C)n(C)c(=O)c21 (stereo unspecified)	-6	1%	-8%[59 µM]	24%	21%
41	Cc1ccc(/C(CSc2nccn2-c2ncc(C(F)(F)F)cc2Cl)=N\O)cc1	-4	9%	6%[59 µM]	-2%	?

item	BAZ2B block	JMJD2A Tudor	RGS4 inh	HP1b binding inh
31	.	-14%	37%	28%
32	3%	-3%	-25%	29%
33	-18%	-31%	26%	23%
34	1%	?	-52%	-2%
35	-1%	-16%	-5%	13%
36	1%	3%	38%	41%[activator]
37	-9%	-8%	26%	17%
38	?	?	?	7%
39	-1%	-8%	-17%	23%
40	8%	-14%	-21%	20%
41	-15%	-22%	-25%	18%

Entries from the list above with a CF3 group:
item	Structure	PI4K2A inh	ERG-DNA inh	G9a inh	GLS inh	ALOX12 inh
30	O=C(O)c1ccc(-n2nc(C(F)(F)F)c3c2CCCC3)cc1	0&-6	2%&-6%	13%[59 µM]	0%&3%	-5%&0%
33	O=C(CCCCCn1c(=O)[nH]c2ccccc2c1=O)N1CCN(c2cccc(C(F)(F)F)c2)CC1	0	-6%	-17%[59 µM]	3%	-14%
41	Cc1ccc(/C(CSc2nccn2-c2ncc(C(F)(F)F)cc2Cl)=N\O)cc1	-4	9%	6%[59 µM]	-2%	?

item	BAZ2B block	JMJD2A Tudor	RGS4 inh	HP1b binding inh
30	?	-17%	5%	28%&42%
33	-18%	-31%	26%	23%
41	-15%	-22%	-25%	18%
